CASP6 VEID inh: caspase-6 (human) enzyme inhibition; P55212; purified caspase-6, Z-VEID-R110 cleavage fluorescence; inhibition, % at 12.5 µM; 0.53% of 350,000 active; AID 686996;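 active = mean inhibition across replicates at least about 35%, with every replicate also reaching that limit, limit read from the data; inconclusive = only one of the two criteria met; inactive = neither criterion met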;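 note: 0% = median of neutral control wells and 100% = no fluorescence left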
DENV2 CPE: inhibitors of DENV2 cytopathic effect; DENV2-infected cells, cytopathic effect rescue, plate reader; CPE inhibition, % at 9.99 µM; 1.7% of 350,000 active; in the data active = CPE inhibition above about 20%, passing the limit was not always enough; inconclusive = no clear call, values can overlap the other calls; tested in BHK-21 cells;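 note: 0% = median of neutral control wells and 100% = median of positive control wells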
GSIS activator: GLuc luminescence reporter in INS-1E cells, primary screen for activators of glucose-dependent secretion of insulin; INS-1E GLuc reporter insulin secretion, 2-3 h; 0.61% of 370,000 active; activation, % at 16.6 µM;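 active = lowest replicate activation of at least 40%, so every replicate reaches that level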;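 note: 0% = median of neutral control wells and 100% = median of IBMX positive control wells; some compounds called inactive have numbers as strong as hits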
RAD52 inh: inhibitors of human RAD52 DNA annealing. recombinant RAD52 DNA annealing, FRET fluorescence. inhibition, % at 18.7 µM. 0.46% of 360,000 active. AID 651710;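 active = every replicate showing at least 50% inhibition; inconclusive = mean inhibition at least 50% but not in every replicate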
Target sequence (P43351 whole entry, looked up): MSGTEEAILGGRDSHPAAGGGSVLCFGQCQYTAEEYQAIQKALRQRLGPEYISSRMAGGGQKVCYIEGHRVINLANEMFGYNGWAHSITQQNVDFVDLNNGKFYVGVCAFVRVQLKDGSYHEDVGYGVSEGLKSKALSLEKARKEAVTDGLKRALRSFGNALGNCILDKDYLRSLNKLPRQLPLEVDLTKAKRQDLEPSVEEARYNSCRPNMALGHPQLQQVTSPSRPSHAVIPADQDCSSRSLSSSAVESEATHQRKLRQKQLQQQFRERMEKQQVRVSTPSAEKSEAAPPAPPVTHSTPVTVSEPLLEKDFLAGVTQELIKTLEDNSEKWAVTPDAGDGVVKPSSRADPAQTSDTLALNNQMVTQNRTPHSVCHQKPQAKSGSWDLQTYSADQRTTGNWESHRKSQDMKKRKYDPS
CFTR F508del cor: correctors of CFTR F508del function in bronchial epithelial cells | CFBE cells, YFP halide quenching; stimulated with forskolin plus potentiator P3; % fluorescence drop versus neutral controls | activity (quench increase), % at 7.58 µM | 0.36% of 350,000 active | AID 720511;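 active = mean added fluorescence quench of at least 8% versus neutral control, with both replicates also reaching 8%; inconclusive = only one of the mean or replicate conditions met; inactive = mean below 8% and not both replicates reaching 8%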;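 note: cells transiently co-express mutant CFTR-F508del with the halide-sensitive YFP; corrector assay measuring rescue of mutant channel to the surface after 24 h compound exposure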
Xi reactivation: activators of X-chromosome reactivation in mouse fibroblasts | XiGFP mouse fibroblasts, % GFP-positive cells imaging, 3 d; cells co-treated with 5-aza-dC sensitizer; scaled so ellipticine positive control = 100% | activation, % at 7.58 µM | 0.055% of 360,000 active;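 active = mean normalized replicate activation at least 10% and every replicate at or above 10%; inconclusive = only one of the two criteria met; inactive = mean below 10% and not all replicates reach 10%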;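 note: 0% = median of on-plate neutral control wells and 100% = ellipticine 6 µM median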
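Assay system: SV40-immortalized XiGFP fibroblast cells, line 68-5-11; buffer or medium: DMEM plus 5-aza-dC sensitizer; compound: one concentration, pinned; timing: compounds 3 days, fix/stain 15 min at room temperature; benchmarks: positive control ellipticine, 6 µM final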
E-selectin induc: induces E-selectin expression in human endothelial cells | HUVEC E-selectin immunofluorescence imaging; normalized: neutral wells 0, TNF-alpha wells 100 | P16581 | activation, % at 7.58 µM | 0.37% of 260,000 active;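 active = mean E-selectin-positive cell signal at least 10% of the positive control, reached in at least 60% of replicates, without over 20% cell loss; inconclusive = no rule given, readout overlaps actives, possibly toxicity-flagged; inactive = the rest, including those meeting only one limit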;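 note: in these data hits start at about 27%; measured in HUVEC primary endothelial cells; signal is the percent of cells scored E-selectin positive by PE staining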
Target sequence (P16581 whole entry, looked up): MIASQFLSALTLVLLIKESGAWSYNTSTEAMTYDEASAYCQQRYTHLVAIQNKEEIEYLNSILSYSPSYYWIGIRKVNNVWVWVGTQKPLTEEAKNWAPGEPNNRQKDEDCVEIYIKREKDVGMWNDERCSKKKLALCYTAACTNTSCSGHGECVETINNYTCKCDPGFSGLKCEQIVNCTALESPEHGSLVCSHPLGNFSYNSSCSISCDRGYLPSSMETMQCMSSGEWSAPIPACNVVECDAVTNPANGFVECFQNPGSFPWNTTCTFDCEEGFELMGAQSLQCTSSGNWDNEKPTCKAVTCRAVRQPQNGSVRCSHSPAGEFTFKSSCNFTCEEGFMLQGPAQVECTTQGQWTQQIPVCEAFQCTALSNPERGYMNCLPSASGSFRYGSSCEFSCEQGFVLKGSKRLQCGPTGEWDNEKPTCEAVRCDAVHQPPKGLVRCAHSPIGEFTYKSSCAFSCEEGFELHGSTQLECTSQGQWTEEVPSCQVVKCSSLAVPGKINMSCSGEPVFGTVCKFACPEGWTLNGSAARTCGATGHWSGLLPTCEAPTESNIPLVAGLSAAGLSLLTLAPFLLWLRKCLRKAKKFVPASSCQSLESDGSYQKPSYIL
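Read-out basis: % PE-positive cells; Test system: HUVEC primary endothelial cells; Technique: immunofluorescence imaging; Dosing: single-point compound dose.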
RAD54 inh: inhibitors of human RAD54 branch migration | Q92698 | RAD54 Holliday junction branch migration, FAM/BHQ fluorescence | 0.14% of 360,000 active | inhibition, % at 10.4 µM;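 active = mean normalized replicate activity at least 40 and at least half of replicates scoring 40 or more; inconclusive = only one of the two criteria met; inactive = mean below 40 and under half of replicates reaching 40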;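 note: 0% = median of neutral control wells and 100% = median of positive control wells; inhibitors cause a drop in the FAM fluorescence signal; in these data hits start at about 50%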
Numbers without * were called inactive; ? = inconclusive; . = not tested or not shown.

Structure	CASP6 VEID inh	DENV2 CPE	GSIS activator	RAD52 inh	CFTR F508del cor	Xi reactivation	E-selectin induc	RAD54 inh
Cc1ccc(S(=O)(=O)N2CCN(S(=O)(=O)N3CCCCC3)CC2)cc1C	9	0	0	-13	-2.2	0.2	.	3
Cc1c(C)n(C)c2ccc(C(=O)NCCN3CCOCC3)cc12	-5	8	18	-6	-4.3	0.0	-0.2	13
C[C@@H]1CN([C@@H](C)CO)C(=O)c2cccc(NC(=O)c3ccncc3)c2O[C@H]1CN(C)CC1CC1	-3	6	8	14	1.5	0.1	-0.2	9
Cc1ccc(S(=O)(=O)N2CCC(=O)N(C(COCc3cccc(Cl)c3)C(C)C)CC2)cc1 (centres undefined)	1	-12	-8	-14	4.0	0.2	0.1	10
COc1cccc(NC(=O)N(C)C[C@@H]2Oc3cc(C#Cc4ccncc4)ccc3S(=O)(=O)N([C@@H](C)CO)C[C@@H]2C)c1	-1	?	-20	-74	-1.1	0.2	0.0	17
COc1ccc(NC(=O)N(C)C[C@@H]2OCCCC[C@H](C)Oc3ccc(NS(C)(=O)=O)cc3C(=O)N([C@@H](C)CO)C[C@@H]2C)cc1	1	.	2	-1	-1.5	0.1	1.7	-3
S=c1nccc(-c2cccs2)[nH]1	-1	2	-1	-11	-1.0	0.0	7.0	-9
O=C(N/N=C/C(Cl)=C\c1ccccc1)c1ccco1	1	1	-6	-7	-2.3	0.5	3.9	15
CCOc1ccc(NC(=O)CN(C)C(=O)c2ccccc2OCc2c(C)noc2C)cc1OCC	-239	25*	16	13	-1.5	0.3	.	.
Cc1ccc(S(=O)(=O)N2CCOCC2)cc1NC(=O)CNC(C)c1ccccc1 (centres undefined)	0	?	.	-17	-0.7	0.3	0.0	-7
COc1cccc(NC(=O)N2CC(=O)N3[C@H](CO)[C@@H](c4ccc(C#CC5CCCCC5)cc4)[C@@H]3C2)c1	.	0	13	-15	0.2	0.0	-0.7	.
C[C@H]1CN([C@@H](C)CO)C(=O)c2cc(-c3ccncc3)cnc2O[C@@H]1CN(C)C(=O)c1ccc(F)cc1	-1	7	-10	0	1.0	0.0	0.7	3

(further entries)
Structure	CASP6 VEID inh	DENV2 CPE	GSIS activator	RAD52 inh	CFTR F508del cor	Xi reactivation	E-selectin induc	RAD54 inh
COc1cc(/C=N/NC(=O)c2cc(-c3cccc(OC(C)C)c3)nc3ccccc23)ccc1O	-2	0	1	-5	0.5	0.0	-0.2	-4
O=C(c1cnccn1)N1CC(=O)N2[C@H](CO)[C@@H](c3ccc(-c4ccccc4)cc3)[C@@H]2C1	0	3	2	-11	-1.1	0.4	0.1	.
CSc1ccc(/C=N\NC(=O)CC(=O)NC(C)C)cc1	-3	0	4	-10	-1.2	0.2	.	.
CC=Cc1ccc2n(c1=O)C[C@@H]1[C@@H](CO)[C@H](C(=O)NC3CCC3)[C@H]2N1S(=O)(=O)c1cn(C)cn1 (mixture of isomers)	2	0	11	4	.	0.3	0.0	4
O=C(CCCl)Nc1ccc(S(=O)(=O)NCc2ccco2)cc1	19	2	10	-2	2.1	-0.1	3.2	6
CCC1C(=O)N=C(SCC(=O)Nc2ccc(Br)cn2)NC1=O (centres undefined)	-1	-12	9	-29	1.0	0.0	17	.
COc1ccc(CCNC(=O)CN2C(=O)NC(c3ccccc3)(c3ccccc3)C2=O)cc1	1	4	.	-12	2.6	0.0	-1.0	3
COc1cc(C2/C(=C(\O)c3ccc4c(c3)CC(C)O4)C(=O)C(=O)N2Cc2ccco2)ccc1O (centres undefined)	5	7	1	3	-2.0	-0.1	-0.7	-1
Cc1ccc(NC(=O)Cc2c(C(=O)O)n(C)c3ccccc23)cc1F	3	-2	2	-24	0.2	0.0	.	.
O=S(=O)(c1ccc2nc(Nc3ccccc3)ccc2c1)N1CCCCC1	-1	2	11	2	-3.8	0.1	.	7
CCC(=O)c1ccc(OCC(=O)OCC(=O)N2CCc3ccccc32)cc1	-2	-1	30	-9	0.9	-0.1	3.2	3
C[C@H](CO)N1C[C@H](C)[C@@H](CN(C)C(=O)CN(C)C)Oc2cc(-c3ccccc3)ccc2S1(=O)=O	3	7	12	8	-1.7	-0.9	0.7	2

Next structures:
Structure	CASP6 VEID inh	DENV2 CPE	GSIS activator	RAD52 inh	CFTR F508del cor	Xi reactivation	E-selectin induc	RAD54 inh
CCOC(=O)c1c(N2C(=O)Nc3ccccc3N2O)sc2c1CCCCC2	1	10	2	-9	.	0.0	.	.
Cc1ccc(C(=O)COc2ccccc2N2C(=O)c3ccccc3C2=O)cc1	-1	3	7	-29	0.1	0.0	25	.
Cn1c(CCNC(=O)c2ccco2)nc2cc(NC(=O)c3ccccc3Cl)ccc21	6	2	-6	-15	-2.5	0.3	21	15
O=C(CCc1ccccc1)NNC(=O)Cc1ccc(Cl)cc1	2	19	-4	-5	1.9	0.0	.	.
Clc1ncc2[nH]cnc2n1	-5	13	5	-12	2.2	0.1	0.9	.
O=c1c(-c2ccccc2)nc2ccccc2n1C(c1ccccn1)c1nc2ccccc2[nH]1 (centres undefined)	5	?	-12	-16	-2.8	-0.1	0.0	.
CNC(=O)NNC(=O)c1csc(Cc2c(Cl)sc3ccc(Cl)cc23)n1	4	3	-8	2	-0.3	0.0	?	.
O=[N+]([O-])c1ccccc1OCCCn1cnc2ccccc21	0	2	5	-1	0.4	0.0	.	-5
Cc1nnc(SCC(=O)Nc2cccc(Br)c2)s1	0	-6	-4	13	-2.1	-0.1	-0.2	-4
COc1ccc2c(CC(=O)OCC(=O)Nc3ccc(C)cc3)coc2c1	2	-3	4	-11	-0.5	0.0	-2.2	-8
O=C(O)/C=C/C(=O)Nc1ccc(Cl)cc1C(=O)c1ccccc1	0	-4	6	-6	-3.2	0.0	0.2	-5
CCCCNC(=O)NNC(=O)c1cc(C)on1	-10	3	-3	-12	0.6	0.2	.	.

Continued:
Structure	CASP6 VEID inh	DENV2 CPE	GSIS activator	RAD52 inh	CFTR F508del cor	Xi reactivation	E-selectin induc	RAD54 inh
CC(=O)Nc1ccc(S(=O)(=O)NCCC(=O)Nc2cc(C)ccn2)cc1	1	0	17	-13	-1.3	-0.1	0.0	.
CC(C)[C@H](NC(=O)N1CCn2c1nc1ccccc12)C(=O)NCC1CCCO1 (some centres undefined)	-1	2	3	-13	-0.6	0.1	.	-4
CC(C)(C)[C@H](NC(=O)c1ccc(N)c(Cl)c1)C(=O)N1CCC[C@H]1C(=O)N[C@H](C#N)CC(=O)O	-2	2	1	11	3.9	0.0	-6.7	-9
O=C(Nc1cc(F)ccc1F)N1CC(=O)N2[C@H](CO)[C@@H](c3ccc(-c4cccc(F)c4)cc3)[C@@H]2C1	-1	-8	-12	-25	2.0	0.1	-0.1	.
CCN(C[C@H]1N[C@@](Cc2ccccc2)(C(=O)OC)[C@H]2C(=O)N(C)C(=O)[C@@H]12)C(=O)Nc1ccc(C)cc1	-4	?	-2	-2	2.8	0.1	-0.2	1
C[C@H]1CN([C@@H](C)CO)C(=O)c2cc(NC(=O)CCN3CCOCC3)ccc2O[C@@H]1CN(C)Cc1ccc(-c2ccccc2)cc1	5	-2	5	13	-0.6	-0.4	-0.3	-3
O=C(CSc1nc2ccccc2c(=O)n1-c1ccc(F)cc1)Nc1ccc(N2CCOCC2)cc1	3	5	29	-4	3.2	0.4	0.2	.
COc1cccc(C(O)c2nc(-c3cccc(NC(C)=O)c3)cs2)c1 (centres undefined)	3	?	13	-18	-0.5	0.4	-0.3	-4
O=C1CN(S(=O)(=O)Cc2ccccc2)C[C@H]2[C@@H](c3ccc(C#Cc4ccccc4)cc3)[C@H](CO)N12	3	-3	-4	-16	6.1	0.0	-0.2	.
C[C@H]1CN([C@@H](C)CO)C(=O)Cc2cc(NS(=O)(=O)c3cccs3)ccc2O[C@@H]1CN(C)C(=O)Nc1ccc(F)cc1	2	-4	-4	-6	-0.1	0.3	16	5
N#Cc1c(NC(=O)c2cccc(S(=O)(=O)Nc3ccc(C(=O)O)cc3)c2)sc2c1CCCC2	17	6	7	-12	-0.7	0.0	0.1	.
O=C1CN(S(=O)(=O)c2cccc(F)c2)C[C@@H]2[C@@H](c3ccc(-c4ccc(F)cc4)cc3)[C@@H](CO)N12	1	0	13	-12	0.9	0.4	0.4	.

(cont.)
Structure	CASP6 VEID inh	DENV2 CPE	GSIS activator	RAD52 inh	CFTR F508del cor	Xi reactivation	E-selectin induc	RAD54 inh
COc1cccc(C(=O)Nc2ccc(S(=O)(=O)N3CCN(C)CC3)cc2)c1	.	3	-5	-5	-0.7	0.1	.	-3
CCCNC(=O)[C@H]1[C@H](CO)[C@H]2Cn3c(ccc(-c4ccccc4F)c3=O)[C@@H]1N2S(C)(=O)=O	2	4	6	8	1.0	0.1	-0.1	-3
CCOc1ccc(NC(=O)COC(=O)C2CCC(=O)N2)c([N+](=O)[O-])c1 (centres undefined)	3	-1	26	-11	0.5	0.1	2.3	.
O=C(CCN1CCCCC1)NCC[C@H]1CC[C@@H](NC(=O)c2ccc(F)cc2)[C@@H](CO)O1	2	-11	-5	9	1.6	0.4	0.4	-6
COc1cc(OC)cc(C2=Cc3ccccc3C(CC(C)=O)N2c2ccc(-c3cncnc3)cc2)c1 (centres undefined)	-4	-11	5	-7	6.5	0.2	-0.1	.
CC(C)CN1CCC(CN(C)Cc2nc(-c3cnccn3)no2)CC1	-5	-1	14	-16	0.4	-0.3	0.1	2
Cc1noc(C)c1S(=O)(=O)Nc1ccc2c(c1)C(=O)N([C@H](C)CO)C[C@H](C)[C@@H](CN(C)S(C)(=O)=O)OCCCC[C@H](C)O2	-1	0	5	4	2.9	0.3	0.2	20
C[C@@H]1CN([C@H](C)CO)C(=O)Cc2cc(NS(=O)(=O)c3ccc(Cl)cc3)ccc2O[C@@H]1CN(C)C(=O)NC1CCCCC1	1	-3	-6	13	1.5	-0.5	4.3	-11
C[C@@H]1CN([C@H](C)CO)C(=O)c2cc(C#CC3(O)CCCC3)cnc2O[C@H]1CN(C)S(=O)(=O)c1ccccc1	1	-2	8	1	-0.9	0.0	0.1	-2
CCOC(=O)c1[nH]c2ccccc2c1NC(=O)c1ccc(S(=O)(=O)N2CCCC2)cc1	0	-12	-13	4	-2.5	0.4	-0.3	6
CCc1ccccc1NC(=S)NCc1cccn1C	.	.	24	.	.	0.1	-0.1	-11
CC(C)NC(=O)Nc1ccc2c(c1)C(=O)N([C@@H](C)CO)C[C@@H](C)[C@H](CN(C)Cc1ccncc1)O2	0	-1	-3	-7	2.2	-0.4	.	9
COc1ccc(-c2cc3c(c4c2ccn4C)C2CCC3C2)cc1 (centres undefined)	0	18	-8	-11	-5.5	0.3	0.2	3
C[C@H](CO)N1C[C@H](C)[C@@H](CN(C)CC2CCCCC2)OCCCC[C@H](C)Oc2ccc(NC(=O)Nc3ccc4c(c3)OCO4)cc2C1=O	1	-7	18	10	-2.5	-0.1	-0.1	2
COc1ccc(N2CCN(C3CCCN(Cc4cccc(C(C)=O)c4)C3)CC2)cc1 (centres undefined)	-1	9	-5	-15	1.3	0.0	.	-1

Compounds were not picked by outcome. Share with any hit: about 3.7%.
